# Screening data as filed in PubChem BioAssay.
# ZTA DNA inh = blocks Epstein-Barr virus ZTA, an EBNA-1 counter-screen | ZTA-DNA binding, fluorescence polarization | inhibition, % at 11 µM | 0.15% of 320,000 active | AID 2234; in the data active = inhibition above about 33%
# EBNA-1 inh = EBNA-1 DNA-binding inhibitors, primary screen, biochemical, fluorescence polarization | 0.34% of 300,000 active | AID 1950, 2009 | inhibition, % at 14.8 µM; in the data active = inhibition above about 28%
# MEX-5 binding = MEX-5 zinc finger RNA-binding disruptors – biochemical, C. elegans, fluorescence polarization, MLPCN library, primary screen; 0.38% of 300,000 active; MEX-5/FITC-TCR2 RNA binding; hits give low values; Zinc finger protein mex-5 (Caenorhabditis elegans), Q9XUB2; AID 1832, 2009; activity score (negative = inhibition of binding), % at 10 µM;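 active = inhibition past about -25% in most replicates, and total fluorescence under double the plate's negative control median, limit read from the data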;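 also: 0% = DMSO and -100% = 5 µM competing unlabeled TCR2 RNA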
# Target sequence (Q9XUB2 whole entry, looked up): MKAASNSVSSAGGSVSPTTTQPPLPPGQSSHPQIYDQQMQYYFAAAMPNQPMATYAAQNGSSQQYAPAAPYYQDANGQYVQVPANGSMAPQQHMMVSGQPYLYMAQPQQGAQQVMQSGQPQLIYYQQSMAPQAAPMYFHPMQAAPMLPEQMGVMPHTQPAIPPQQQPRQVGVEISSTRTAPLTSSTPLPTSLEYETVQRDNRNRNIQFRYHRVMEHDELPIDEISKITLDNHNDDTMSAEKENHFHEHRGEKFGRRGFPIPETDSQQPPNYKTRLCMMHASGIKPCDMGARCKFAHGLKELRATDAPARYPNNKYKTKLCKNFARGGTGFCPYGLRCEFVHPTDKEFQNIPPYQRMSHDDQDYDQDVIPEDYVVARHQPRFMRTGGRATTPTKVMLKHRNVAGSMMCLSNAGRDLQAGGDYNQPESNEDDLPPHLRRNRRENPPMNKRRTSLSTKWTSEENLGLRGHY
# GLD-1 RNA inh = GLD-1/TGE RNA complex disruptors, primary screen, biochemical, fluorescence polarization; Female germline-specific tumor suppressor gld-1 (Caenorhabditis elegans), Q17339; purified GLD-1 + fluorescein TGE RNA; inhibition, % at 5.96 µM; 0.44% of 320,000 active; AID 2280, 2010;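 active = percent inhibition above a per-plate cutoff, the plate mean of test compounds plus 3 SD, cut at about 30% in these data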;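 also: 0% = DMSO wells with GLD-1 and probe and 100% = wells lacking GLD-1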
# Efflux pump mplx = inhibitors of Candida efflux pumps in yeast, primary screen, S. cerevisiae, Nile Red, multiplex; 0.44% of 330,000 active; inhibition, % at 10 µM; AID 485275, 2010; S. cerevisiae Candida pump triplex;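 active = plate passing quality check with inhibition over a set limit, or well fluorescence over plate mean plus 4 SD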;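 also: Nile Red retained in pooled yeast measured as flow cytometry median fluorescence; 0% = buffer negative control and 100% = Enniatin B positive control; higher means more Nile Red kept so more efflux inhibition; some compounds called inactive have numbers as strong as hits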
# MCL1 BIM primary = inhibitors of MCL1 binding to BIM-BH3, primary screen, biochemical, fluorescence polarization | 0.68% of 320,000 active | inhibition, % at 10.9 µM | Induced myeloid leukemia cell differentiation protein Mcl-1 (Homo sapiens), Q07820 | GST-MCL1 / FITC-Bim-BH3 fluorescence polarization;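 active = inhibition above the mean inhibition of all tested compounds plus 3 SD, set per campaign, cut at about 40% in these data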;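 also: 0% = DMSO wells and 100% = unlabeled Bim-BH3 peptide control; higher means more loss of mP so more displacement of Bim peptide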
# Target sequence (Q07820 whole entry, looked up): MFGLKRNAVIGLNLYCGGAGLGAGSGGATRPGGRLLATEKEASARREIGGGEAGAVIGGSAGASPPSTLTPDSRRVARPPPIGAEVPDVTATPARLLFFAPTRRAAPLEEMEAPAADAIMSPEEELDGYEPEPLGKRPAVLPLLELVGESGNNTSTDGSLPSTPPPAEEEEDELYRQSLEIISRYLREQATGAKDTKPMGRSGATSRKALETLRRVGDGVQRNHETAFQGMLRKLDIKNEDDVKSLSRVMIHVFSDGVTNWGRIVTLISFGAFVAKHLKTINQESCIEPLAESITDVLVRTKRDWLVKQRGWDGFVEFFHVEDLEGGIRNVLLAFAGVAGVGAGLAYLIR
# Fam108B counter = mouse Fam108B serine hydrolase inhibitors, primary screen, counter-screen for RBBP9 inhibitor project, biochemical, fluorescence polarization | recombinant Fam108B, FP-Rh probe fluorescence polarization | inhibition, % at 9.51 µM | 0.33% of 300,000 active | AID 1947, 2009;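 active = inhibition above the screen mean inhibition plus 3 SD, computed separately per campaign, cut at about 18% in these data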;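 also: inhibitors lower polarization as less probe binds the enzyme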
# CR mimetic SO = reduction of superoxide in aged yeast, primary screen, HTS. 0.18% of 330,000 active. superoxide response (% of plate mean), % at 10 µM. S. cerevisiae aged cells, superoxide DHE fluorescence; hits give low values;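 active = superoxide response under a set limit, about three screen SD below normal, cut at about 65% in these data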;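 also: yeast aged for seven days with compound at 30 °C before DHE staining; 100% = average MFI of all compound-treated wells on the plate with controls excluded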
# BCLXL inh = inhibitors of human Bcl-xL, primary screen, biochemical, fluorescence polarization, HTS | 0.7% of 320,000 active | Bcl-2-like protein 1 (Homo sapiens), Q07817 | GST-Bcl-xL / FITC-Bim BH3 peptide fluorescence polarization | inhibition, % at 10.9 µM;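 active = inhibition above the mean of all tested compounds plus 3 SD, cutoff set per campaign, cut at about 30% in these data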;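 also: 0% = DMSO wells and 100% = unlabeled Bim-BH3 peptide competitor; inhibitors lower millipolarization by displacing the labeled peptide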
# Target sequence (Q07817 whole entry, looked up): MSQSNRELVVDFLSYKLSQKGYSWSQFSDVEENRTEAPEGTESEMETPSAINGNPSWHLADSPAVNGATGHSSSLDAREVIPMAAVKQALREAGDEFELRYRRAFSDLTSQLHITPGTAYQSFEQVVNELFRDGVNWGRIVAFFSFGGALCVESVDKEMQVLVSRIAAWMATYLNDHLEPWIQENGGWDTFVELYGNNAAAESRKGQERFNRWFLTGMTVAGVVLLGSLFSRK
# * marks the source's active call; other numbers are inactive results; i = inactive; . = no result given. No enrichment for hits; overall some 2.3% were active at least once.
SMILES,ZTA DNA inh,EBNA-1 inh,MEX-5 binding,GLD-1 RNA inh,Efflux pump mplx,MCL1 BIM primary,Fam108B counter,CR mimetic SO,BCLXL inh
Cc1ccnc(NC(=O)c2ccc(Cl)c(NC(=O)C(C)Oc3ccccc3)c2)c1 (configuration not stated),-2,1,-2.2,-1,-0.2,-6,2,101,-2
CCN(C(=O)COC(=O)c1cc(S(=O)(=O)N(C)C)ccc1Cl)C1CCS(=O)(=O)C1 (configuration not stated),5,4,-1.2,1,0.1,-7,-3,101,-9
CCCOc1ccccc1C1C(C(=O)OC)=CN(C(C)C)C=C1C(=O)OC,-15,0,-0.5,0,0.1,-6,2,93,-4
COc1ccccc1N1CCN(C(CNC(=O)c2ccco2)c2cccnc2)CC1 (configuration not stated),0,5,-3.2,-4,-0.1,4,-4,107,4
COc1ccc(CCNC(=O)COC(=O)c2cnc(C)cn2)cc1,-5,11,0.7,3,-0.1,-12,0,106,-8
CCC(=O)NC(=S)Nc1ccc(NC(=O)COc2ccc([N+](=O)[O-])cc2)cc1,3,-1,-2.0,0,0.3,8,2,104,5
S=C(NCCc1ccccc1)NCc1ccccc1Cl,-13,-11,5.8,0,-0.3,-7,-3,83,-2
COc1ccccc1CCC(=O)Nc1ccc(C)cc1Cl,8,-4,0.4,-7,0.1,-6,-5,105,-5
COc1cccc(C(=O)N(C)CC2CCN(CCc3cccc(C(F)(F)F)c3)CC2)c1,15,-7,1.5,14,0.0,2,1,98,-1
CC(=O)N1c2ccc(S(=O)(=O)N3CCCCC3)cc2CC1C(=O)Nc1ccccc1C(F)(F)F (configuration not stated),-14,-5,0.0,6,0.0,-4,1,88,8

# Rewritten with values under each structure: entries from further up.
# The line under a structure holds: ZTA DNA inh	EBNA-1 inh	MEX-5 binding	GLD-1 RNA inh	Efflux pump mplx	MCL1 BIM primary	Fam108B counter	CR mimetic SO	BCLXL inh
S=C(NCCc1ccccc1)NCc1ccccc1Cl
→ -13	-11	5.8	0	-0.3	-7	-3	83	-2
COc1ccccc1CCC(=O)Nc1ccc(C)cc1Cl
→ 8	-4	0.4	-7	0.1	-6	-5	105	-5
COc1cccc(C(=O)N(C)CC2CCN(CCc3cccc(C(F)(F)F)c3)CC2)c1
→ 15	-7	1.5	14	0.0	2	1	98	-1

# Remaining list, next part
SMILES,ZTA DNA inh,EBNA-1 inh,MEX-5 binding,GLD-1 RNA inh,Efflux pump mplx,MCL1 BIM primary,Fam108B counter,CR mimetic SO,BCLXL inh
Cc1c(N(C)C)c(=O)n(-c2ccccc2)n1C,2,.,.,3,-0.1,10,.,112,7
Cc1cccc(NC(=O)C2CCC(CNC(=O)[C@@H]3Cc4ccccc4CN3)CC2)c1 (some centres not stated),-9,-2,0.1,-2,0.1,5,0,102,2
Cc1cc(NC(=O)CCC(=O)N(c2cccnc2)C(C(=O)NC2CCCC2)c2ccccc2)no1 (configuration not stated),6,6,0.2,0,0.1,1,1,97,0
CCOC(=O)[C@H]1[C@H]2COc3ccc(Br)cc3[C@@H]2N2C(=O)CN(Cc3ccco3)C(=O)[C@@]12C,4,.,.,11,0.0,7,.,104,4
Cc1nc(C)n(C(=O)N(c2ccccc2)c2ccccc2)n1,-19,-2,2.4,-6,-0.1,7,-1,100,3
O=C(NCc1ccc2c(c1)OCO2)c1ccc(S(=O)(=O)N2CCCCC2)cc1,-1,2,0.5,-2,0.1,0,-2,102,1
Cc1ccc(C(=O)C(OC(=O)CN2C(=O)c3ccccc3C2=O)c2ccccc2)cc1 (configuration not stated),11,0,-3.3,1,0.0,-6,-7,131,-4
Cc1ccc(C)c(-n2c(SCC(=O)O)nc3sc4c(c3c2=O)CCCC4)c1,17,-16,-0.1,2,0.5,-1,-4,120,3
O=C(CS(=O)c1ccccc1[N+](=O)[O-])Oc1ccc(Br)cc1 (configuration not stated),14,11,-0.1,0,-0.1,7,2,135,4
CCc1ccc2[nH]c(=O)c(C(c3nnnn3CC3CCCO3)N3CCN4CCCC4C3)cc2c1 (configuration not stated),-2,-1,2.3,-2,-0.1,6,1,94,7
CC(C)c1nnc(NC(=O)CCC(=O)N2CCN(Cc3ccccc3)CC2)s1,-19,6,0.3,10,0.0,3,1,101,5
O=C(CSc1nc(-c2ccccc2)c(-c2ccccc2)[nH]1)N1CCN(S(=O)(=O)c2ccccc2)CC1,-4,2,-2.6,6,0.0,11,1,131,1
O=CNCCCc1nc2ccccc2n1Cc1ccccc1,1,6,1.5,4,0.0,1,0,117,-1
CCOC(=O)C1(CCOc2ccccc2)CCN(S(=O)(=O)N(C)C)CC1,-18,-1,-0.9,12,0.1,5,2,89,1
Cc1cc(C)n(-c2nc3c(c(=O)[nH]c(=O)n3C)n2CC(O)COc2ccccc2)n1 (configuration not stated),11,11,3.4,-2,-0.1,2,1,85,-2
CC(C)Cn1c(SCC(=O)Nc2cccc(S(N)(=O)=O)c2)nc2ccccc2c1=O,6,4,-2.6,9,-0.1,1,-2,105,0
CCN1CCN(C(=O)C2CCN(S(=O)(=O)c3ccc(SC)cc3)CC2)CC1,-6,-5,-3.0,12,0.0,5,-4,107,-3
Cc1nn2c(=S)[nH]nc2[nH]c1=O,-3,-8,-6.8,3,0.4,1,-2,100,-2
CC(=O)N1CCN(c2ccc(NC(=O)c3ccc(Cl)c([N+](=O)[O-])c3)cc2)CC1,0,6,-0.5,-8,0.0,-2,-5,93,-2
O=C(Oc1ccccc1)c1cc2ccccc2oc1=O,11,-5,.,-1,0.0,-2,2,104,1
COc1ccc(N2C(=O)C3CCCN3C2c2cc(OC)c(OC)cc2OC)cc1 (configuration not stated),-10,-16,2.2,7,0.2,-2,-1,100,-1
CCC(C)Nc1nc(N)c([N+](=O)[O-])c(N2CCCCCC2)n1 (configuration not stated),-7,-4,-0.9,7,0.0,4,6,110,5
COc1cccc(CN(C)C(=O)c2ccc3c(=O)n4c(nc3c2)CCC4)c1,4,2,-4.9,2,0.1,-12,-3,100,-9
Cc1[nH]c2ccccc2c1SCC(=O)N1CCCc2ccccc21,6,-10,-1.3,4,0.0,5,0,106,0
N#Cc1cnc(Nc2nc3ccccc3o2)nc1-c1ccccc1,5,6,-1.2,-2,0.1,0,-6,97,-5
CCC(=O)Nc1c(-c2ccc(OC)cc2)c(=O)c2ccccc2n1C,14,2,.,-1,0.0,-5,-6,90,-1
Cc1ccc(N(C(=O)CNC(=O)c2ccco2)C(C(=O)NC2CCCCC2)c2cccnc2)cc1F (configuration not stated),0,4,-0.8,-2,-0.2,6,2,93,4
CCOC(=O)N1CCN(C(=O)C2CCCN(S(=O)(=O)c3cccnc3)C2)CC1 (configuration not stated),16,-3,1.0,9,0.1,0,1,97,4
Nc1ccc2oc(=O)c(-c3ccccc3)cc2c1,-3,2,3.0,2,0.2,0,-7,104,5
CCOC(=O)C1=C(C)Nc2nnnn2C1c1cccc(OC)c1OC (configuration not stated),-20,-2,-1.6,-4,-0.2,2,1,95,7
Cc1ccc(Cn2nc(C)c(NC(=O)c3nn(C)cc3Cl)c2C)cc1,3,-12,3.2,1,0.0,6,-5,95,6
O=C(NCCc1c[nH]c2ccccc12)C(=O)NCC1OCCCN1S(=O)(=O)c1ccccc1 (configuration not stated),8,0,2.8,1,0.0,-8,0,112,0
CCCC1(c2ccccc2)NC(=O)N(CC(=O)Nc2cc(OC)cc(OC)c2)C1=O (configuration not stated),-5,-14,1.7,-6,0.1,-1,-6,102,-1
CC(C)(C)c1ccc(C(=O)NNC(=O)c2cccc(Br)c2)cc1,2,-3,-0.8,2,-3.4,7,-2,80,3
CCc1ccc(/C=N/N2CCN(c3ccccn3)CC2)cc1,-5,2,-0.3,4,-0.1,-11,3,102,1
COC(=O)C(C(=O)Nc1ncccn1)C1CCCCCC1 (configuration not stated),5,6,1.7,2,0.0,4,4,93,5
COc1ccc(-c2n[nH]c(C)c2-c2cnn(-c3ccccc3)c2)c(O)c1C,8,9,2.0,3,0.0,4,1,i,3
CCCN1CCN(CCCNC(=O)c2ccc3c(c2)NC(=O)c2ccccc2S3)CC1,3,-5,1.0,7,-0.1,12,2,109,4
Cc1cc(C)n(CC(=O)NNC(=O)COc2ccc(F)cc2Br)n1,-11,.,.,7,-0.2,1,.,81,8
COc1ccc(C(N)=O)c(OCC(=O)Nc2cc(C)on2)c1,-21,.,.,3,-0.1,4,.,75,1
CC(=O)Nc1ccc(/C=C(\C#N)C(=O)NCc2ccccc2)cc1,11,9,-1.9,-3,0.4,4,-4,102,2
O=C(NC1CCOc2ccccc21)C1CCCC1 (configuration not stated),10,10,-1.5,8,0.0,-22,-1,103,-3
CCOC(=O)Cc1nc2ccccc2n(CC#N)c1=O,-11,-11,-33*,-11,-0.2,3,-5,78,-1
COc1ccc(/C=N/NC(=O)c2cccc([N+](=O)[O-])c2)cc1OC(=O)c1ccccc1,-3,-9,0.1,0,-0.2,0,-15,96,3
O=C(O)CC12CC3CC(C1)CC(n1ncc(N4CCC5(CC4)OCCO5)c(Cl)c1=O)(C3)C2,2,0,-0.3,2,-0.1,2,5,98,7
O=c1c(Cl)c(Cl)cnn1Cc1ccc(F)cc1,9,1,3.5,1,-0.1,9,0,85,3
CC1CCN(S(=O)(=O)c2c[nH]c(=O)[nH]c2=O)CC1,4,-2,0.6,7,-0.1,5,-4,97,7
Cc1ccc(C2(C)NC(=O)N(CC(=O)Nc3ccc(S(=O)(=O)Nc4nccs4)cc3)C2=O)cc1 (configuration not stated),16,8,-2.4,4,-0.2,-1,-1,106,5
O=C(O)c1ccc(-n2ccnc2)c([N+](=O)[O-])c1,0,2,.,-1,0.0,7,5,122,-3
C/C(=N\NC(=O)C1CC1)c1ccc(Cl)c(Cl)c1,1,-16,1.1,-2,0.1,6,2,95,4

# Carrying on.
SMILES,ZTA DNA inh,EBNA-1 inh,MEX-5 binding,GLD-1 RNA inh,Efflux pump mplx,MCL1 BIM primary,Fam108B counter,CR mimetic SO,BCLXL inh
O=C(NCCCc1ccccc1)c1ccccc1O,-2,7,0.5,2,0.3,-1,-3,102,3
Cc1ccccc1CS(=O)(=O)CCC(=O)O,-16,-11,0.6,-1,-0.1,-1,-4,97,6
C/C(Cn1nc([N+](=O)[O-])cc1C)=N\NC(=O)COc1c(Cl)cc(Cl)cc1Cl,-22,-11,1.5,-3,-0.1,-2,-1,120,-8
COc1ccc([N+](=O)[O-])cc1N(CC(=O)NCCCOC(C)C)S(C)(=O)=O,-22,-2,-3.3,-4,-0.1,2,-2,97,8
NC(=O)COc1ccc(Cc2ncc(C(F)(F)F)cc2Cl)cc1,1,-7,-0.6,6,0.1,3,-2,83,0
O=C(CSC1=NS(=O)(=O)c2cc(Cl)ccc2N1)NCc1ccccc1,-9,-7,0.5,0,0.0,7,2,102,3
O=C(N/N=C/c1ccccn1)c1ccc([N+](=O)[O-])cc1,-4,4,2.1,1,0.1,5,1,98,2
Cc1cc2c(cc1S(=O)(=O)N1CCOCC1)NC(=O)CO2,-1,-5,-0.9,4,-0.2,2,0,109,0
O=C(NCCCN1CCCC1=O)c1cncc(Br)c1,-14,0,0.5,-2,-0.2,-4,0,97,5
Cc1nc(NS(=O)(=O)c2ccccc2)sc1C(C)(C)C,4,7,2.8,5,-0.7,9,4,102,5
COCCOc1ccc(C(F)(F)F)cc1NC(=O)c1ccc(C)cc1,1,-5,1.2,6,0.0,-6,0,103,1
